INS-1E rescue: preserves ATP levels in cytokine-treated INS-1E cells; INS-1E cytokine-induced death, ATP luminescence, 48 h; normalised: neutral wells 0, positive control 100; protection from cytokine-induced ATP loss, % at 10 µM; 20,000 compounds, 0.1% hits; AID 488910;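 active means mean replicate protection from cytokine-induced ATP loss at least 50% and at least 75% of replicates each reaching 50%; inconclusive means meets only one of the two criteria, mean or replicate share; inactive means fails both the mean and replicate share criteria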
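assay system = INS-1E rat insulinoma cells | amount = 8000 cells per well | medium = phenol-red-free RPMI with 5% fetal bovine serum | doses = one compound concentration, pin transfer | timing = 48 h cytokine plus compound treatment, 10 min reagent incubation | also added = IL-1β, TNF-α and IFN-γ cytokine mix | signal = CellTiter-Glo luminescence measuring cellular ATP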
T cruzi intra: blocks T. cruzi growth inside host cells; intracellular Trypanosoma cruzi in host cells, plate reader; activity score (inhibition), % at 5.01 µM; 22,000 compounds, 4.9% hits; in the data active means activity score above about 55%; inconclusive means no clear call, values can overlap the other calls;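 further: parasites and compound incubated about four days before reading; 0% = median of neutral control wells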
Active calls of the source: *; ? = inconclusive; . = no result given. Rows were taken by chance (roughly 5.1% active in at least one column).

SMILES | INS-1E rescue | T cruzi intra
C[C@H]1CN([C@@H](C)CO)C(=O)c2cc(NC(=O)C3CC3)ccc2O[C@@H]1CN(C)S(=O)(=O)c1ccc(Cl)cc1 | 5 | -12
Cc1noc(C)c1NC(=O)Nc1ccc2c(c1)CC(=O)N([C@H](C)CO)C[C@@H](C)[C@H](CN(C)C(=O)NC(C)C)O2 | 0 | -11
O=C(N/N=C/c1cccc(OCCO)c1)c1ccccn1 | -39 | -25
CC(C)NC(=O)Nc1ccc2c(c1)CC(=O)N([C@@H](C)CO)C[C@H](C)[C@H](CN(C)Cc1ccc3c(c1)OCO3)O2 | 3 | -4
Cc1noc(C)c1NC(=O)Nc1ccc2c(c1)C(=O)N([C@H](C)CO)C[C@H](C)[C@@H](CN(C)S(=O)(=O)c1cccs1)OCCCC[C@@H](C)O2 | 13 | -5
C[C@@H]1CN([C@@H](C)CO)C(=O)Cc2cc(NC(=O)Nc3ccccc3)ccc2O[C@@H]1CN(C)Cc1ccc(Cl)c(Cl)c1 | -50 | 68*
C[C@@H]1CCCCO[C@@H](CN(C)Cc2ccc3c(c2)OCO3)[C@@H](C)CN([C@H](C)CO)C(=O)c2cc(NC(=O)Nc3ccc(C(F)(F)F)cc3)ccc2O1 | -16 | 65*
C[C@@H]1CN([C@@H](C)CO)C(=O)c2cccc(NC(=O)C3CCCCC3)c2O[C@@H]1CN(C)Cc1ccc(C(F)(F)F)cc1 | -21 | 14
COc1ccc(CN(C)C[C@@H]2OCCCC[C@@H](C)Oc3ccc(NC(=O)Nc4ccc5c(c4)OCO5)cc3C(=O)N([C@H](C)CO)C[C@@H]2C)cc1 | -3 | 44
COc1ccc(S(=O)(=O)Nc2ccc3c(c2)CC(=O)N([C@H](C)CO)C[C@@H](C)[C@@H](CN(C)S(=O)(=O)c2ccc(F)cc2)O3)cc1 | -4 | 60*
C[C@H]1CN([C@@H](C)CO)C(=O)c2cccc(NC(=O)c3nc4ccccc4s3)c2O[C@H]1CN(C)C(=O)Nc1ccc(C(F)(F)F)cc1 | -73 | 79*
C[C@@H]1CN([C@H](C)CO)C(=O)c2cc(NS(=O)(=O)c3ccc(Cl)cc3)ccc2O[C@H]1CN(C)Cc1ccc(Cl)c(Cl)c1 | . | ?
C[C@H](CO)N1C[C@H](C)[C@H](CN(C)Cc2ccncc2)Oc2ccc(N(C)C)cc2CC1=O | 8 | -10
C[C@@H]1CN([C@H](C)CO)C(=O)c2cccc(NS(C)(=O)=O)c2O[C@H]1CN(C)C(=O)Nc1ccc(C(F)(F)F)cc1 | 4 | 26
C[C@H](CO)N1C[C@H](C)[C@H](CN(C)S(=O)(=O)c2ccc(C#N)cc2)Oc2ncc(-c3ccccc3)cc2C1=O | . | 11
C[C@H](CO)N1C[C@H](C)[C@@H](CN(C)S(C)(=O)=O)Oc2c(NC(=O)Nc3ccccc3)cccc2C1=O | 8 | -3
COc1ccc(CN(C)C[C@H]2OCCCC[C@@H](C)Oc3ccc(NS(=O)(=O)c4ccc(F)cc4)cc3C(=O)N([C@H](C)CO)C[C@@H]2C)cc1 | -7 | 4
C[C@H](CO)N1C[C@H](C)[C@H](CN(C)S(=O)(=O)c2ccccc2)Oc2ncc(C#Cc3ccc(F)cc3)cc2C1=O | . | 52
COc1ccc(NC(=O)Nc2cccc3c2O[C@H](CN(C)CC2CC2)[C@@H](C)CN([C@@H](C)CO)C3=O)cc1 | -8 | 1
COc1ccc(NC(=O)N(C)C[C@@H]2Oc3c(NC(=O)Nc4ccccc4)cccc3C(=O)N([C@@H](C)CO)C[C@@H]2C)cc1 | 2 | -19
C[C@H]1CN([C@@H](C)CO)C(=O)c2cccc(NC(=O)Nc3ccc4c(c3)OCO4)c2O[C@@H]1CN(C)C(=O)Nc1ccc(C(F)(F)F)cc1 | 1 | -1
Cc1noc(C)c1NC(=O)N(C)C[C@@H]1OCc2cnnn2CCCC(=O)N([C@H](C)CO)C[C@H]1C | 8 | -5
CC(C)NC(=O)Nc1ccc2c(c1)CC(=O)N([C@H](C)CO)C[C@@H](C)[C@@H](CN(C)Cc1ccccc1)O2 | 6 | 1
C[C@@H]1CN([C@H](C)CO)C(=O)Cc2cc(NC(=O)Cn3cnnn3)ccc2O[C@H]1CN(C)Cc1ccc(C(F)(F)F)cc1 | 2 | 10
COc1ccc(CN(C)C[C@H]2Oc3c(NS(=O)(=O)c4ccc(F)cc4)cccc3C(=O)N([C@H](C)CO)C[C@H]2C)cc1 | -3 | 11
C[C@H]1CN([C@@H](C)CO)C(=O)c2cc(NC(=O)CCCCCC(=O)Nc3ccccc3N)ccc2O[C@@H]1CN(C)CC1CCCCC1 | 4 | -19
C[C@@H]1CN([C@H](C)CO)C(=O)c2cccc(NS(=O)(=O)c3cccs3)c2O[C@@H]1CN(C)C(=O)Nc1ccc(F)cc1 | 2 | 17
Cc1noc(C)c1S(=O)(=O)N(C)C[C@H]1Oc2ccc(NS(=O)(=O)c3ccc(F)cc3)cc2C(=O)N([C@@H](C)CO)C[C@H]1C | 0 | 15
C[C@@H]1CCCCO[C@H](CN(C)Cc2ccncc2)[C@@H](C)CN([C@H](C)CO)C(=O)c2cc(NS(=O)(=O)c3ccc(Cl)cc3)ccc2O1 | 3 | 30
Cc1ccc(S(=O)(=O)Nc2ccc3c(c2)C(=O)N([C@H](C)CO)C[C@H](C)[C@H](CN(C)C(=O)Nc2c(C)noc2C)OCCCC[C@@H](C)O3)cc1 | 1 | -5
C[C@@H]1CN([C@@H](C)CO)C(=O)CCCn2cc(nn2)CO[C@@H]1CN(C)Cc1ccncc1 | . | -11
C[C@@H]1CN([C@H](C)CO)C(=O)Cc2cc(NS(=O)(=O)c3ccc(Cl)cc3)ccc2O[C@@H]1CN(C)Cc1ccc(C(F)(F)F)cc1 | -19 | 54
COc1ccc(NC(=O)N(C)C[C@@H]2OCCCC[C@@H](C)Oc3ccc(NS(=O)(=O)c4c(C)noc4C)cc3C(=O)N([C@H](C)CO)C[C@@H]2C)cc1 | 12 | 1
C[C@@H]1CN([C@H](C)CO)C(=O)c2cc(NC(=O)Nc3cccc4ccccc34)ccc2O[C@H]1CN(C)S(=O)(=O)c1cccs1 | -4 | 38
C[C@@H]1CN([C@H](C)CO)C(=O)c2cccc(NC(=O)Nc3ccc(F)cc3)c2O[C@@H]1CN(C)S(=O)(=O)c1ccccc1 | -7 | -3
C[C@H]1CN([C@@H](C)CO)C(=O)c2cccc(NS(=O)(=O)c3ccccc3)c2O[C@H]1CN(C)Cc1ccc2c(c1)OCO2 | 3 | -3
C[C@@H]1CN([C@@H](C)CO)C(=O)c2cc(NC(=O)Nc3cccc4ccccc34)ccc2O[C@H]1CN(C)Cc1ccc(C(=O)O)cc1 | . | 3
C[C@H](CO)N1C[C@H](C)[C@@H](CN(C)C(=O)Nc2ccc(C(F)(F)F)cc2)Oc2c(NS(=O)(=O)c3cccs3)cccc2C1=O | 7 | -20
COc1ccc(NC(=O)N(C)C[C@H]2Oc3c(NC(=O)C4CC4)cccc3C(=O)N([C@@H](C)CO)C[C@H]2C)cc1 | 6 | -18
C[C@H]1CN([C@@H](C)CO)C(=O)c2cccc(NC(=O)c3ccncc3)c2O[C@H]1CN(C)Cc1ccccc1 | 3 | 81*
COc1ccc(CN(C)C[C@@H]2Oc3ccc(NS(=O)(=O)c4ccccc4)cc3CC(=O)N([C@H](C)CO)C[C@@H]2C)cc1 | -5 | -4
C[C@@H]1CN([C@H](C)CO)C(=O)c2cccc(NC(=O)Nc3ccc4c(c3)OCO4)c2O[C@H]1CN(C)C(=O)Nc1ccccc1 | 1 | -5
COc1cccc(S(=O)(=O)N(C)C[C@H]2OCc3cnnn3CCCC(=O)N([C@@H](C)CO)C[C@H]2C)c1 | . | 1
C[C@H]1CN([C@@H](C)CO)C(=O)c2cc(NC(=O)CCN3CCOCC3)ccc2O[C@H]1CN(C)CC1CC1 | -2 | 6
Cc1noc(C)c1S(=O)(=O)Nc1cccc2c1O[C@@H](CN(C)C(=O)Nc1ccc(C(F)(F)F)cc1)[C@@H](C)CN([C@H](C)CO)C2=O | -6 | 0
Cc1noc(C)c1S(=O)(=O)N(C)C[C@@H]1Oc2ccc(NC(=O)C3CCCCC3)cc2CC(=O)N([C@@H](C)CO)C[C@@H]1C | 3 | -1
C[C@@H]1CN([C@H](C)CO)C(=O)c2cc(NC(=O)C3CC3)ccc2O[C@@H]1CN(C)C(=O)Nc1ccc(F)cc1 | -3 | -28
CC(C)NC(=O)N(C)C[C@@H]1Oc2ccc(NC(=O)CCN3CCOCC3)cc2CC(=O)N([C@@H](C)CO)C[C@@H]1C | 3 | -20

A second format for 3 compounds above:
C[C@@H]1CN([C@H](C)CO)C(=O)c2cccc(NC(=O)Nc3ccc4c(c3)OCO4)c2O[C@H]1CN(C)C(=O)Nc1ccccc1
  INS-1E rescue: 1
  T cruzi intra: -5

COc1cccc(S(=O)(=O)N(C)C[C@H]2OCc3cnnn3CCCC(=O)N([C@@H](C)CO)C[C@H]2C)c1
  INS-1E rescue: .
  T cruzi intra: 1

C[C@H]1CN([C@@H](C)CO)C(=O)c2cc(NC(=O)CCN3CCOCC3)ccc2O[C@H]1CN(C)CC1CC1
  INS-1E rescue: -2
  T cruzi intra: 6

(listing goes on)
SMILES | INS-1E rescue | T cruzi intra
C[C@@H]1CN([C@@H](C)CO)C(=O)c2cc(N(C)C)ccc2O[C@@H]1CN(C)Cc1ccccc1 | 2 | -2
Cc1noc(C)c1NC(=O)Nc1cccc2c1O[C@H](CN(C)Cc1ccc(Cl)c(Cl)c1)[C@H](C)CN([C@@H](C)CO)C2=O | -68 | -17
Cc1noc(C)c1S(=O)(=O)Nc1ccc2c(c1)C(=O)N([C@H](C)CO)C[C@H](C)[C@H](CN(C)C(=O)NC1CCCCC1)OCCCC[C@@H](C)O2 | 3 | 1
C[C@@H]1CCCCO[C@H](CN(C)Cc2ccc3c(c2)OCO3)[C@@H](C)CN([C@H](C)CO)C(=O)c2cc(NC(=O)Cc3ccccc3)ccc2O1 | -16 | 5
CNC[C@@H]1Oc2c(NC(=O)c3cnccn3)cccc2C(=O)N([C@@H](C)CO)C[C@@H]1C | 4 | -20
COC(=O)CCCCCCC(=O)N/N=C/c1ccccc1C(=O)O | 7 | -22
C[C@@H]1CN([C@H](C)CO)C(=O)Cc2cc(NS(=O)(=O)c3ccc(Cl)cc3)ccc2O[C@@H]1CN(C)Cc1ccc(-c2ccccc2)cc1 | -42 | 67*
C[C@H]1CN([C@@H](C)CO)C(=O)c2cc(NC(=O)CCCN(C)C)ccc2O[C@@H]1CN(C)CC1CC1 | 8 | -16

Whole records as entered above. Values in the order: INS-1E rescue, T cruzi intra
COC(=O)CCCCCCC(=O)N/N=C/c1ccccc1C(=O)O in the list: 7, -22
Cc1noc(C)c1S(=O)(=O)Nc1ccc2c(c1)C(=O)N([C@H](C)CO)C[C@H](C)[C@H](CN(C)C(=O)NC1CCCCC1)OCCCC[C@@H](C)O2 in the list: 3, 1

Additional results follow:
SMILES | INS-1E rescue | T cruzi intra
C[C@H]1CN([C@@H](C)CO)C(=O)c2cc(NC(=O)Cc3cn(C)c4ccccc34)ccc2O[C@H]1CN(C)C(=O)Nc1ccc(F)cc1 | . | 1
C[C@H](CO)N1C[C@H](C)[C@H](CN(C)Cc2ccc(Cl)c(Cl)c2)Oc2c(NC(=O)C3CCOCC3)cccc2C1=O | -17 | 34
C[C@H](CO)N1C[C@H](C)[C@@H](CN(C)C(=O)Nc2ccc(C(C)(C)C)cc2)OCc2cnnn2CCCC1=O | -7 | -6
C[C@H](CO)N1C[C@H](C)[C@@H](CN(C)Cc2ccc(C(=O)Nc3ccccc3N)cc2)Oc2ccc(NC(=O)c3ccncc3)cc2C1=O | 9 | 23
C[C@H](CO)N1C[C@H](C)[C@H](CN(C)C(=O)Nc2ccc(F)cc2)OCc2cnnn2CCCC1=O | 9 | -17
COc1ccc(NC(=O)Nc2cccc3c2O[C@H](CN(C)C(=O)NC(C)C)[C@@H](C)CN([C@@H](C)CO)C3=O)cc1 | 1 | -15
C[C@H]1CN([C@@H](C)CO)C(=O)c2cc(NC(=O)Nc3ccc4c(c3)OCO4)ccc2O[C@H]1CN(C)S(=O)(=O)c1ccc(Cl)cc1 | 13 | 23
C[C@@H]1CN([C@@H](C)CO)C(=O)c2cc(NC(=O)NC3CCCCC3)ccc2O[C@@H]1CN(C)S(=O)(=O)c1cccs1 | . | 7
C[C@@H]1CN([C@@H](C)CO)C(=O)CCCn2nncc2CO[C@H]1CN(C)C(=O)c1cc(-c2ccccc2)on1 | . | -5
C[C@@H]1CN([C@H](C)CO)C(=O)c2cc(NS(=O)(=O)c3ccc(Cl)cc3)ccc2O[C@@H]1CN(C)Cc1ccc(-c2ccccc2)cc1 | -31 | 24
C[C@@H]1CN([C@@H](C)CO)C(=O)c2cc(NS(=O)(=O)c3ccccc3)ccc2O[C@H]1CN(C)S(=O)(=O)c1cn(C)cn1 | 2 | 6
C[C@H]1CN([C@@H](C)CO)C(=O)c2cccc(NS(=O)(=O)c3ccc(Cl)cc3)c2O[C@H]1CN(C)S(=O)(=O)c1cccs1 | 0 | 9
C[C@H](CO)N1C[C@H](C)[C@@H](CN(C)S(=O)(=O)c2cccs2)Oc2c(NC(=O)C3CC3)cccc2C1=O | 2 | -11
C[C@H]1CN([C@@H](C)CO)C(=O)Cc2cc(N(C)C)ccc2O[C@@H]1CN(C)S(=O)(=O)c1ccc(F)cc1 | -1 | 9
C[C@H](CO)N1C[C@H](C)[C@H](CN(C)CC2CC2)Oc2ccc(NC(=O)Nc3ccc(F)cc3)cc2CC1=O | 1 | -31

Screening results: PubChem BioAssay, Broad Institute
